IDE exosite inh: exo-site inhibitors of human IDE, primary screen, biochemical, fluorescence anisotropy, probe displacement. AID 1259349, 2017. purified IDE, FL-6b probe fluorescence polarization; stronger effect = lower value. Insulin-degrading enzyme (Homo sapiens), P14735. z-score at 20 µM. 6.3% of 17,000 active;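 active means z-score of -3 or lower, meaning strong loss of probe binding signal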;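 further: His-tagged human IDE residues 42-1019 made in E. coli with 30 nM FL-6b probe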
Target sequence (P14735 42-1019 limits assumed): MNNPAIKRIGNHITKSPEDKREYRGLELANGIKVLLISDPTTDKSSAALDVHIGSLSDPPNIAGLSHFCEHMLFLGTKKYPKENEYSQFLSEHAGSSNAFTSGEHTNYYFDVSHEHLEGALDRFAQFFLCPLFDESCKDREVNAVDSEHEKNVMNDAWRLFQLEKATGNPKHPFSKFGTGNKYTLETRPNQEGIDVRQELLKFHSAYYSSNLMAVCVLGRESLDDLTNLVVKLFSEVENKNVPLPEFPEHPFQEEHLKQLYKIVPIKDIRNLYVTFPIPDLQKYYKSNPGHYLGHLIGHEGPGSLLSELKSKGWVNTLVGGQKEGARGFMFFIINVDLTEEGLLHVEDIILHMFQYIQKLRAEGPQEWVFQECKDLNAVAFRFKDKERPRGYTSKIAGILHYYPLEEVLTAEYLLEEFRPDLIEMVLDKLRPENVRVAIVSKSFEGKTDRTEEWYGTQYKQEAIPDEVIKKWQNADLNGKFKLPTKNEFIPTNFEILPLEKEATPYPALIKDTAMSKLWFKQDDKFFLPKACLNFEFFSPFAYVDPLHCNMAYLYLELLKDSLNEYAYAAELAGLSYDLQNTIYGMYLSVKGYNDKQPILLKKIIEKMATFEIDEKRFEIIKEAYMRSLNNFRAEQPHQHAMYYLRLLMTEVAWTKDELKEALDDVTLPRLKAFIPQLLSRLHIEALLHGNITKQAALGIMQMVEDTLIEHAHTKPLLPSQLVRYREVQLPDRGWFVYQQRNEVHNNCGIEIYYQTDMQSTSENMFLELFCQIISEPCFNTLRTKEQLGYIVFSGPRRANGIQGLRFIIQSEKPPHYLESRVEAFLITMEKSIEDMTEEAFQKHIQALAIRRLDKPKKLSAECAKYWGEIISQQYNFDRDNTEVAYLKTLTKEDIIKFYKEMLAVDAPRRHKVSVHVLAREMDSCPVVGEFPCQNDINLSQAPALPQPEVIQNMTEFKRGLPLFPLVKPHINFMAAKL
* = called active by the depositor; & = joins results of further samples; ! = repeats disagree.

#	IDE exosite inh	Molecule
1	-9.4*	CCC(=O)N1CCCCN2[C@@H](CO)[C@H](c3ccc(C#Cc4ccccc4)cc3)[C@@H]2C1
2	4.06	CCC(=O)NC[C@@H]1[C@@H](c2ccccc2)[C@@H](CO)N1C(=O)C1CC1
3	1.28	CCC(=O)Nc1ccc2c(c1)C(=O)N(C)C[C@@H](OC)[C@@H](C)CN(C(=O)Cc1cccnc1)[C@H](C)CO2
4	1.09	CCCNC(=O)NC[C@@H]1[C@H](c2ccc(C3=CCCC3)cc2)[C@H](CO)N1C(=O)CC
5	-1.06	O=C(C1CCOCC1)N1CC(=O)N2[C@@H](CO)[C@H](c3ccc(C#CCc4ccccc4)cc3)[C@@H]2C1
6	-1.23	O=C(c1ccncc1)N1CC(=O)N2[C@H](CO)[C@@H](c3ccc(/C=C/c4ccccc4)cc3)[C@H]2C1
7	0.386	C[C@H](CO)N1C[C@H](C)[C@H](CN(C)S(C)(=O)=O)Oc2ccc(NC(=O)Nc3ccc(F)cc3)cc2CC1=O
8	1.46	CO[C@H]1CN(C)C(=O)c2cc(NS(=O)(=O)CC(F)(F)F)ccc2OC[C@H](C)NC[C@@H]1C
9	-0.303	CCOC(=O)c1cc2c(c(-c3cccc(Br)c3)n1)[C@H](CCO)N(C(=O)NC(C)C)C2
10	0.265	COc1ccc(-c2ccc([C@H]3[C@@H](CO)N(C(=O)C4CC4)[C@H]3C#N)cc2)cc1
11	1.34	C[C@H](CO)N1C[C@H](C)[C@H](CN(C)Cc2ccc(C(F)(F)F)cc2)OCCCC[C@H](C)Oc2ccc(NC(=O)Nc3cccc4ccccc34)cc2C1=O
12	1.72	Cc1ccc(S(=O)(=O)N(C)C[C@@H]2OCCCC[C@@H](C)Oc3ccc(NC(=O)c4ccncc4)cc3C(=O)N([C@H](C)CO)C[C@@H]2C)cc1
13	-2.91	O=C(c1ccccc1F)N1CC(=O)N2[C@H](CO)[C@@H](c3ccc(-c4ccccc4)cc3)[C@@H]2C1
14	-0.0843	CC(=O)NC[C@@H]1[C@@H](c2ccc(-c3cccc(F)c3)cc2)[C@H](CO)N1C(C)=O
15	-11.5*	Cc1cccc(-c2ccc([C@@H]3[C@@H](CO)N4C(=O)CN(C(=O)NC5CCCCC5)C[C@H]34)cc2)c1
16	4.45	C[C@H](O)C#Cc1ccc([C@@H]2[C@H]3CN(C(=O)c4cccc(F)c4)CCCCN3[C@H]2CO)cc1
17	0.0626	COc1ccccc1C(=O)Nc1ccc2c(c1)C(=O)N(C)C[C@@H](OC)[C@@H](C)CN(C(C)=O)[C@H](C)CO2
18	-0.74	COc1cccc(CNC(=O)C[C@H]2CC[C@@H]3[C@H](COc4ccc(NC(=O)c5cccs5)cc4C(=O)N3C)O2)c1
19	-0.934	CS(=O)(=O)Nc1ccc2c(c1)[C@H]1C[C@@H](CC(=O)NCc3cc(F)ccc3F)O[C@@H](CO)[C@H]1O2
20	-1.33	O=C(CC1CC1)N1CC(=O)N2[C@H](CO)[C@@H](c3ccc(-c4cccnc4)cc3)[C@@H]2C1
21	-5.02*	Cc1cccc(-c2ccc([C@H]3[C@H]4CN(Cc5ccncc5)CCCCN4[C@H]3CO)cc2)c1
22	3.85	O=C(c1ccccn1)N1CC(=O)N2[C@@H](CO)[C@H](c3ccc(C#CC4CCCC4)cc3)[C@@H]2C1
23	-1.81	C[C@@H](O)C#Cc1ccc([C@H]2[C@@H](CO)N3CCCCN(CC4CC4)C[C@H]23)cc1
24	0.951	CC(C)(O)C#Cc1ccc([C@@H]2[C@H]3CN(Cc4ccccc4F)CCCCN3[C@H]2CO)cc1
25	2.16	CN(C)CC#Cc1ccc([C@H]2[C@@H](CO)N(C(=O)C3CCC3)[C@H]2C#N)cc1

The list goes on.
#	IDE exosite inh	Molecule
26	2.15	CN(C)C(=O)c1cccc(-c2ccc([C@H]3[C@H](CO)N4C(=O)CN(C(=O)CC5CC5)C[C@@H]34)cc2)c1
27	-0.488	COc1ccc(S(=O)(=O)Nc2ccc3c(c2)C(=O)N([C@@H](C)CO)C[C@@H](C)[C@H](CN(C)C(=O)Nc2c(C)noc2C)OCCCC[C@H](C)O3)cc1
28	-1.05	COCC#Cc1ccc([C@@H]2[C@@H](CO)N3CCCCN(C(=O)CN(C)C)C[C@H]23)cc1
29	1.2	COc1ccc([C@H]2C/C=C\C[C@H](c3ccc4c(c3)OCO4)NC(=O)CCC(=O)N2)c(OC)c1
30	0.73	C[C@H](O)C#Cc1ccc([C@@H]2[C@@H](CO)N3CCCCN(C(=O)c4ccc5c(c4)OCO5)C[C@@H]23)cc1
31	1.59	N#C[C@H]1[C@@H](c2ccc(C3=CCCCC3)cc2)[C@@H](CO)N1S(=O)(=O)c1cccc(F)c1
32	1.07	Cc1ccccc1S(=O)(=O)N1CC(=O)N2[C@@H](CO)[C@H](c3ccc(C#CCC(C)C)cc3)[C@@H]2C1
33	3.89	N#C[C@H]1[C@@H](c2ccc(C#CC3CCCCC3)cc2)[C@@H](CO)N1S(=O)(=O)Cc1ccccc1
34	2.33	O=C(c1ccccc1)N1CC(=O)N2[C@H](C1)[C@@H](c1ccc(C3=CCCC3)cc1)[C@@H]2CO
35	0.358	COc1ccc2c3c([nH]c2c1)[C@H](CO)NCC31CCN(C(=O)Nc2ccccc2F)CC1
36	-1.4	COc1cccc(C#Cc2ccc3c(c2)O[C@H](CN(C)C(=O)CN2CCOCC2)[C@@H](C)CN([C@H](C)CO)S3(=O)=O)c1
37	0.995	N#C[C@H]1N[C@@H](CO)[C@@H]1c1ccc(C#CC2CCCCC2)cc1
38	-6.05*	COc1cccc(-c2ccc([C@@H]3[C@H](CO)N4CCCCN(S(=O)(=O)c5cccs5)C[C@@H]34)cc2)c1
39	2.32	CS(=O)(=O)N1[C@H](CO)[C@@H](c2ccccc2-c2ccc(F)cc2)[C@@H]1C#N
40	1.56	CC(C)[C@@H]1C(=O)N[C@@H](c2ccc(F)cc2)CC=CC[C@@H](C)Oc2ccccc2C(=O)N1C (mixture of isomers)
41	-0.0919	CC(=O)NC[C@H]1[C@@H](c2ccc(C3=CCCCC3)cc2)[C@@H](CO)N1C(=O)C1CC1
42	-1.22	N#C[C@H]1[C@H](c2ccccc2C2=CCCC2)[C@@H](CO)N1C(=O)NC1CCCCC1
43	-3.63*!	COc1ccc(S(=O)(=O)N2[C@@H]3CNC[C@H]2C3c2ccc(-c3ccccc3OC)cc2)cc1 (stereo partly drawn)
44	0.0919	C[C@H](CO)N1C[C@H](C)[C@@H](CN(C)S(C)(=O)=O)Oc2ncc(-c3ccc(F)cc3)cc2C1=O
45	2.34	O=C(C1CC1)N1C[C@H]2[C@@H](c3ccccc31)[C@H](CO)N2C(=O)c1ccccc1
46	3.72	Cn1cnc(S(=O)(=O)N2[C@@H]3CNC[C@H]2C3c2ccc(-c3ccc(F)cc3)cc2)c1 (stereo partly drawn)
47	-0.249	C[C@@H](NC(=O)[C@@H]1[C@@H](CO)[C@@H]2Cn3c(cccc3=O)[C@H]1N2C(=O)C1CCC1)c1ccccc1
48	0.906	CC(C)CC#Cc1ccc([C@@H]2[C@H]3CN(C(=O)Nc4cc(F)ccc4F)CC(=O)N3[C@H]2CO)cc1
49	-0.68	CN1C(=O)c2cc(NC(=O)C3CCOCC3)ccc2OC[C@@H]2O[C@@H](CC(=O)NCc3ccccc3F)CC[C@@H]21
50	4.99	O=C(Nc1ccc(F)cc1)N1CCCCN2[C@H](CO)[C@@H](c3ccc(C4=CCCCC4)cc3)[C@H]2C1

Further entries follow:
#	IDE exosite inh	Molecule
51	-0.651	COc1ccc(C(=O)N2C[C@@H]3[C@H](c4ccccc42)[C@H](CO)N3Cc2ccccc2Cl)cc1
52	-3.36*	COc1cccc(-c2ccc([C@H]3[C@H](CO)N4C(=O)CN(C(=O)CN5CCOCC5)C[C@@H]34)cc2)c1
53	0.742	CO[C@H]1CN(C)C(=O)c2cc(NC(=O)Nc3c(C)noc3C)ccc2OC[C@H](C)NC[C@@H]1C
54	1.1	O=S(=O)(c1ccccc1F)N1CCCCN2[C@H](CO)[C@@H](c3ccc(-c4cncnc4)cc3)[C@H]2C1
55	-0.664	C[C@@H]1CN([C@H](C)CO)C(=O)CCCn2nncc2CO[C@@H]1CN(C)C(=O)c1ccc(N2CCN(C)CC2)cc1
56	2.78	C/C=C/c1ccc([C@H]2[C@H](CO)N[C@@H]2CN(CC)C(=O)c2cccnc2)cc1
57	-0.835	O=C(c1ccccc1)N1CC(=O)N2[C@H](C1)[C@@H](c1ccc(-c3ccccc3)cc1)[C@@H]2CO
58	0.359	CCc1sc(N2[C@@H](C#N)[C@@H](c3ccccc3-c3cccc(C)c3)[C@@H]2CO)nc1C
59	-0.234	CCCC#Cc1ccc2c(c1)O[C@H](CN(C)Cc1ccccn1)[C@H](C)CN([C@@H](C)CO)S2(=O)=O
60	-1.69	O=C(C1CCCCC1)N1CC(=O)N2[C@H](CO)[C@H](c3ccc(-c4ccccc4F)cc3)[C@@H]2C1
61	1.34	O=C(N[C@@H]1C=C[C@H](CC(=O)N2CCC(Cc3ccccc3)CC2)O[C@@H]1CO)c1cnccn1
62	0.905	O=C(c1cccc(F)c1)N1CC2(C1)[C@H](c1ccccc1)[C@H](CO)N2Cc1ccccn1
63	1.5	CCCC(=O)Nc1ccc2c(c1)OC[C@@H](C)N(CC1CCOCC1)C[C@@H](C)[C@H](OC)CN(C)C2=O
64	0.84	COC(=O)[C@@H]1[C@@H](CO)[C@@H]2Cn3c(ccc(C4=CCCC4)c3=O)[C@@H]2N1C(=O)Cc1cccnc1
65	0.991	COCC(=O)N1CC(=O)N2[C@H](C1)[C@@H](c1ccc(Br)cc1)[C@@H]2CO
66	0.952	CO[C@H]1CN(C)C(=O)c2cc(NS(C)(=O)=O)ccc2OC[C@H](C)N(C(=O)C2CCOCC2)C[C@H]1C
67	-0.558	O=C(C1CCCCC1)N1CC(=O)N2[C@H](CO)[C@H](c3ccc(C#CCc4ccccc4)cc3)[C@@H]2C1
68	1.6	O=C(C[C@@H]1C=C[C@H](NC(=O)Cc2ccccn2)[C@H](CO)O1)NCCc1ccncc1
69	-0.95	COc1ccc2c3c([nH]c2c1)[C@H](CO)N(Cc1nccs1)CC31CN(Cc2ccncc2)C1
70	-1.49	COc1ccc2c3c(n(C)c2c1)[C@H](CO)N(S(=O)(=O)c1ccc(C)cc1)CC31CCN(C)CC1
71	0.0878	C[C@@H]1CCCCO[C@H](CN(C)C(=O)CCCN(C)C)[C@@H](C)CN([C@H](C)CO)C(=O)c2cc(NC(=O)Nc3ccc4c(c3)OCO4)ccc2O1
72	0.55	O=C(Cc1ccccn1)N1CC(=O)N2[C@H](C1)[C@H](c1ccc(C#CC3CC3)cc1)[C@@H]2CO
73	-1.81	CN1C(=O)c2cc(NC(=O)c3cnccn3)ccc2OC[C@@H]2O[C@H](CC(=O)N[C@H]3CCN(Cc4ccccc4)C3)CC[C@@H]21
74	1.26	C[C@@H]1CN([C@@H](C)CO)C(=O)c2c(c3ccccc3n2C)-c2ccccc2CO[C@H]1CN(C)C(=O)Nc1ccc2c(c1)OCO2
75	0.442	C[C@H]1CN([C@@H](C)CO)C(=O)Cc2cc(NC(=O)C3CC3)ccc2O[C@H]1CN(C)S(=O)(=O)c1cn(C)cn1

Not a retest: an excerpt of the list.
#	IDE exosite inh	Molecule
51	-0.651	COc1ccc(C(=O)N2C[C@@H]3[C@H](c4ccccc42)[C@H](CO)N3Cc2ccccc2Cl)cc1
52	-3.36*	COc1cccc(-c2ccc([C@H]3[C@H](CO)N4C(=O)CN(C(=O)CN5CCOCC5)C[C@@H]34)cc2)c1
53	0.742	CO[C@H]1CN(C)C(=O)c2cc(NC(=O)Nc3c(C)noc3C)ccc2OC[C@H](C)NC[C@@H]1C
54	1.1	O=S(=O)(c1ccccc1F)N1CCCCN2[C@H](CO)[C@@H](c3ccc(-c4cncnc4)cc3)[C@H]2C1
55	-0.664	C[C@@H]1CN([C@H](C)CO)C(=O)CCCn2nncc2CO[C@@H]1CN(C)C(=O)c1ccc(N2CCN(C)CC2)cc1
56	2.78	C/C=C/c1ccc([C@H]2[C@H](CO)N[C@@H]2CN(CC)C(=O)c2cccnc2)cc1
57	-0.835	O=C(c1ccccc1)N1CC(=O)N2[C@H](C1)[C@@H](c1ccc(-c3ccccc3)cc1)[C@@H]2CO
58	0.359	CCc1sc(N2[C@@H](C#N)[C@@H](c3ccccc3-c3cccc(C)c3)[C@@H]2CO)nc1C
59	-0.234	CCCC#Cc1ccc2c(c1)O[C@H](CN(C)Cc1ccccn1)[C@H](C)CN([C@@H](C)CO)S2(=O)=O
60	-1.69	O=C(C1CCCCC1)N1CC(=O)N2[C@H](CO)[C@H](c3ccc(-c4ccccc4F)cc3)[C@@H]2C1
61	1.34	O=C(N[C@@H]1C=C[C@H](CC(=O)N2CCC(Cc3ccccc3)CC2)O[C@@H]1CO)c1cnccn1
62	0.905	O=C(c1cccc(F)c1)N1CC2(C1)[C@H](c1ccccc1)[C@H](CO)N2Cc1ccccn1

(continued)
#	IDE exosite inh	Molecule
76	1.45	CC(C)[C@@H]1COCc2cn(nn2)CC[C@H](Cc2ccc(-c3ccccc3)cc2)C(=O)N1
77	-0.524	CC[C@H]1C/C=C\CCNC(=O)CCC(=O)N1
78	-0.985&1.34	Fc1cccc(CN2[C@@H]3CNC[C@H]2C3c2ccc(-c3ccncc3)cc2)c1 (stereo partly drawn)
79	1.02	C/C=C/c1ccc([C@H]2[C@@H](CO)N[C@@H]2CNC(=O)C2CC2)cc1
80	4.59	COCC(=O)NC[C@H]1[C@H](c2ccc(C3=CCCC3)cc2)[C@H](CO)N1C(=O)C1CC1
81	2.23	CN1CCN(C(=O)C[C@H]2CC[C@@H]3[C@H](COC[C@@H](O)CN3C(=O)Nc3ccc4c(c3)OCO4)O2)CC1
82	-16.2*	OC[C@H]1[C@@H](c2ccc(C#Cc3ccccc3)cc2)[C@@H]2CN(Cc3cncnc3)CCCCN12
83	0.565	CN(C)CC#Cc1ccc([C@H]2[C@H](CO)N3C(=O)CN(C(=O)c4ccc(F)cc4)C[C@@H]23)cc1
84	3.39	COCC(=O)N1CC(=O)N2[C@@H](CO)[C@@H](c3ccc(-c4cccnc4)cc3)[C@@H]2C1
85	1.34	COc1ccc(CNC(=O)N(C)C[C@@H]2OCc3ccccc3-c3c(n(C)c4ccccc34)C(=O)N([C@@H](C)CO)C[C@@H]2C)cc1
86	0.499	C[C@H](CO)N1C[C@H](C)[C@H](CN(C)S(C)(=O)=O)Oc2cc(-c3ccncc3)ccc2S1(=O)=O

Not all compounds are listed; count on the stated rates, not on these rows.
